mHTT-CaM PPI inh: mHTT-calmodulin interaction abrogation; P42858; AlphaScreen His-mHTT/GST-CaM binding, luminescence; inhibition, % at 15 µM; 3.6% of 190,000 active; AID 1671202;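 also: 0% = both proteins with DMSO and 100% = one protein alone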
Pf apPOL inh: Pf-apPOL DNA polymerase inhibition; Recombinant Pf-apPOL, molecular beacon fluorescence, 1.5 h; inhibition, % at 10 µM; 0.25% of 210,000 active; AID 1794808
* marks the source's active call; other numbers are inactive results; / = not tested or not shown; & = joins results of further samples. Rule as the data show it: active = inhibition above about 50%; inactive = the rest.

Start of the listing, in advance (6 entries):
SMILES	mHTT-CaM PPI inh	Pf apPOL inh
OC1CCCN(Cc2ccc(F)c(F)c2)C1 (stereo not drawn)	-2	-2
Cc1ccc(CSc2nccc(=O)[nH]2)cc1	-12	-9
CS(=O)(=O)N1CCCc2cc(NC(=O)c3ccc(C(F)(F)F)cc3)ccc21	-15	-6
CCc1nc(CC)n2ccn(Cc3ccc(C#N)cc3)c(=O)c12	5	9
CCCC(=O)N1CCCC(C)(C(=O)NCc2cccc(F)c2)C1 (stereo not drawn)	-6	6
CN(CC(=O)N1CCN(c2ccccc2)CC1)S(=O)(=O)c1ccc(Br)cc1	6	1

All compounds of this part, from the start:
SMILES	mHTT-CaM PPI inh	Pf apPOL inh
OC1CCCN(Cc2ccc(F)c(F)c2)C1 (stereo not drawn)	-2	-2
Cc1ccc(CSc2nccc(=O)[nH]2)cc1	-12	-9
CS(=O)(=O)N1CCCc2cc(NC(=O)c3ccc(C(F)(F)F)cc3)ccc21	-15	-6
CCc1nc(CC)n2ccn(Cc3ccc(C#N)cc3)c(=O)c12	5	9
CCCC(=O)N1CCCC(C)(C(=O)NCc2cccc(F)c2)C1 (stereo not drawn)	-6	6
CN(CC(=O)N1CCN(c2ccccc2)CC1)S(=O)(=O)c1ccc(Br)cc1	6	1
CC(=O)N1CC2(C)CN(C(C)=O)CC(C)(C1)C2=O	2	3
CCOc1ccc(C2CC(c3ccc(OC)c(OC)c3)n3nc(N)nc3N2)cc1 (stereo not drawn)	3	0
CCc1cccc(CC)c1NC(=S)Nc1ccccc1OC	/	2&0
CC(C)CC(=O)Nc1c(Cc2ccccc2)nc2ccccn12	9	0
CC(C)Oc1ccc(Cc2cnc(N)nc2N)cc1	8	-1
CCc1cccc(C)c1NC(=O)COc1ccc(Cl)cc1Cl	-3	-1
COC(=O)C1CN(CC(C)C)CCS(=O)(=O)N1Cc1ccc(OC)cc1 (stereo not drawn)	-10	-1
COc1ccc(-c2csc3c(=O)n(Cc4cccc(OC)c4)cnc23)cc1	-16	-2
CN1CCN(c2nc(-c3ccco3)cc(C(F)(F)F)n2)CC1	13	-4
Cc1nc2ccc(NC(=O)N3CCCCCC3)cc2nc1C	1	-4
CCCC1c2ccc(C)n2CCN1C(=O)Nc1ccccc1C (stereo not drawn)	11	0
Cc1cccc(NC(=O)c2ccc3c(c2)n(C)c(=O)c2ccnn23)c1	-5	-11
COc1cccc(/C=C2\SC(=N)N(c3ccc(F)cc3)C2=O)c1	3	-3
Cc1cc(C)c2c(=O)nc(SCc3cc(=O)n4ccccc4n3)n(C3CC3)c2n1	0	/
COC(CNC(=O)CCNC(=O)c1ccc(C(C)(C)C)cc1)OC	1	-6
N#Cc1ccc(C(=O)NC2CC(=O)N(C3CCCC3)C2)cc1 (stereo not drawn)	-6	-9
COc1ccc(C=C2Oc3cc(OS(C)(=O)=O)ccc3C2=O)c(OC)c1OC	-12	-2
Cc1cccc(-n2nnc(C(=O)Nc3ccc(OC(F)(F)F)cc3)c2N)c1	6	-1
O=C(NCC1CCN(C(=O)c2ccccc2F)CC1)c1ccsc1	3	-4
O=[N+]([O-])c1cc([N+](=O)[O-])c(-n2ccnc2)nc1-n1ccnc1	4	-1
CCn1cc(Cl)c(C(=O)N2CCC3(C2)NCc2ccccc2NC3=NC(C)(C)C)n1 (stereo not drawn)	25	-5
O=C(OCc1ccccc1)C1C2C=CC3(CN(c4ccc(Cl)cc4)C(=O)C13)O2 (stereo not drawn)	80*	-2
CCN1CCn2c(nc3cc(C(=O)NC(C)c4ccc(C)cc4C)ccc32)C1=O (stereo not drawn)	42	1
CCSC1=C(C#N)C2(CCCC2)C(C#N)=C(N)N1	2	2
COc1cn(CC(=O)Nc2cccc(Cl)c2)c(CSc2nnc(C)s2)cc1=O	2	-4
CCNS(=O)(=O)c1ccc(NC(=O)c2ccc(Cn3cc(Br)cn3)o2)cc1	4	6
Cc1ccc(CNC(=O)CCNC(=O)c2ccc3c(c2)OCO3)cc1	-3	-2
COc1cc2nc(NC(=O)c3cccs3)sc2cc1OC	-12	-5
COc1cc([N+](=O)[O-])ccc1NC(=O)c1cc(Cl)ccc1OC	-1	1
Brc1ccc(CN2CCN(c3ccccn3)CC2)o1	-9	-10
O=C(Cc1cccs1)N1CCC2(C1)NCc1ccccc1NC2=NC1CCCC1 (stereo not drawn)	31	-7
Cc1cccc(N=c2scc(-c3ccc(F)cc3)n2CCO)c1	65*	-2
COc1ccc(CC(C)N2CCN(C)CC2)cc1OC (stereo not drawn)	-6	-1
COCC(=O)NCCC1CCN(C(=O)c2ccc(F)cc2)CC1	-10	7
Cc1ccsc1/C=C1\SC(=N)N(c2ccc3c(c2)OCO3)C1=O	9	3
Cc1cccc(C2c3cccn3CCN2C(=O)CCC(=O)NC(C)C)c1 (stereo not drawn)	10	0
COC(CNC(=O)c1cccnc1SCc1cccc(Br)c1)OC	-1	2
O=C(NC1CC1)c1cccc(OCC2CCCN(C(=O)c3ccsc3)C2)c1 (stereo not drawn)	4	-2
C=CCN1C(=O)C(O)=C(C(C)=O)C1c1ccc(OC)cc1 (stereo not drawn)	-5	-9
COCc1cc(=O)[nH]c(COc2ccc(Cl)cc2)n1	/	-25
O=[N+]([O-])c1ccc(-c2nc(C=C3C=Nc4ccccc43)c(O)o2)cc1	31	-1
CCOc1ccccc1C(=O)Nc1c2c(nn1-c1ccc([N+](=O)[O-])cc1)CSC2	35	-4
CC1C(=O)N(c2ccccc2F)CCN1C(=O)C1CC1 (stereo not drawn)	-4	0
O=C(Nc1ccc(F)cc1F)c1ccc(F)cc1	-12	1
Cc1cccc(OCC(=O)N2CCCC2c2nc(-c3cccc(C)c3)no2)c1 (stereo not drawn)	-1	-2
CC(C)OC(=O)COc1ccc2c(c1)OC(=Cc1ccc(F)cc1)C2=O	-2	-3
CCOc1cc(C(=O)NCCC2=CCCCC2)cc(OCC)c1OCC	-14	-2
O=C(Nc1ccc(F)cc1F)c1ccc(-c2ccccc2[N+](=O)[O-])o1	1	-2
COc1ccccc1CC(=O)c1ccc(O)c(CN2CCCCC2C)c1O (stereo not drawn)	12	-11
CN(C)C(=O)c1ccc2c(c1)n(Cc1ccc(F)cc1)c(=O)c1ccnn12	0	-1
CC(=O)OCc1ccccc1S(=O)(=O)c1ccccc1COC(C)=O	/	-19
CCOC(=O)C(=O)Nc1c(C(=O)Nc2cccc(Cl)c2)oc2ccccc12	-8	1
Cc1cccc(C(=O)N2N=C(c3ccco3)CC2c2cccs2)c1 (stereo not drawn)	9	5
CC1=Nc2ccc(CCC(=O)O)cc2C1(C)C	4	7

Record cards, as listed above.
`COc1ccc(-c2csc3c(=O)n(Cc4cccc(OC)c4)cnc23)cc1` is listed as mHTT-CaM PPI inh = -16; Pf apPOL inh = -2
`OC1CCCN(Cc2ccc(F)c(F)c2)C1` (stereo not drawn) is listed as mHTT-CaM PPI inh = -2; Pf apPOL inh = -2
`O=C(OCc1ccccc1)C1C2C=CC3(CN(c4ccc(Cl)cc4)C(=O)C13)O2` (stereo not drawn) is listed as mHTT-CaM PPI inh = 80*; Pf apPOL inh = -2

Later entries:
SMILES	mHTT-CaM PPI inh	Pf apPOL inh
Cc1cc(=O)[nH]c(-c2ccc(F)cc2)n1	-5	-3
COc1cc(OC)cc(C(=O)Nc2cccc(NC(=O)c3ccccc3)c2)c1	9	-1
CCSc1nc2c(c(=O)n1C1CCOC(C)(C)C1)C1(CCCC1)Cc1ccccc1-2 (stereo not drawn)	2	-1
COc1cccc(CNC(=O)c2ccc3c(c2)nc2n3CCCCC2)c1OC	9	-2
O=C(NCc1ccc(Cl)cc1)c1ccncc1	-6	-5
Cc1cc(O)c(CN(C)C)c2c1C(=O)C(=Cc1ccccc1)O2	2	-16
O=C(COc1cc(=O)n2c(n1)SCCC2)c1ccccc1	3	-6
Cn1ncc2c1ncn1nc(COc3ccc(Cl)cc3)nc21	-2	-3
COc1ccc(CCN=Cc2c(C)[nH]n(-c3ccc([N+](=O)[O-])cc3)c2=O)cc1OC	-1	-4
COc1ccc(-c2cn3cccnc3n2)cc1Br	0	2
COc1cc(-c2nnc(NC(=O)c3ccccc3S(C)(=O)=O)o2)cc(OC)c1OC	-12	3
COc1ccc(Cc2nc3c4cnn(-c5ccccc5)c4ncn3n2)cc1	-4	-6
Cc1ccc(S(=O)(=O)n2c(Sc3ccc([N+](=O)[O-])cc3[N+](=O)[O-])nc3cc(C)ccc32)cc1	/	1
Cc1ccccc1C(=O)N1CCCC1COc1ccc(C(=O)N2CCCC2)cc1 (stereo not drawn)	0	-1
O=C1c2ccccc2C(=O)c2cc(S(=O)(=O)Nc3cccc(C(F)(F)F)c3)ccc21	31	-1
CC1CN(C/C=C/c2ccccc2)CC(C)O1 (stereo not drawn)	-4	10
CC(C)n1c(CNS(=O)(=O)c2ccccc2)nc2cccnc21	0	-13
CCc1c(C)nc2cc(-c3ccc(Cl)cc3)[nH]n2c1=O	0&-3	-1&-2
COc1ccc(S(=O)(=O)N2CCC(CN3CCC(C)CC3)CC2)cc1	-12	-1
COc1ccc(Cl)cc1NC(=O)C1CCN(C(=O)c2ccc(F)cc2)CC1	3	-5

3 of the compounds above, comma-delimited.
mol,mHTT-CaM PPI inh,Pf apPOL inh
O=C(NCc1ccc(Cl)cc1)c1ccncc1,-6,-5
Cc1cc(O)c(CN(C)C)c2c1C(=O)C(=Cc1ccccc1)O2,2,-16
O=C(COc1cc(=O)n2c(n1)SCCC2)c1ccccc1,3,-6

(list continues)
SMILES	mHTT-CaM PPI inh	Pf apPOL inh
CC(C)(C)n1nc2c(c1NC(=O)c1ccccc1F)CS(=O)(=O)C2	1	-1
CC[N+](C)(CC)CC(O)COCCC12CC3CC(CC(C3)C1)C2 (stereo not drawn)	-1	3
COc1ccccc1C1CC(c2cc(F)ccc2O)=NN1 (stereo not drawn)	40	-1
COc1ccc(-c2cc3n(n2)CCCN(C(=O)C2CCOC2)C3)cc1 (stereo not drawn)	-1	-2
COc1ccc(S(=O)(=O)N=C2C=C(Nc3ccc(C)cc3)C(=O)c3ccccc32)cc1	75*	-3
CCSC1=C(Cl)C(=O)c2ccccc2C1=O	/	7
O=S(=O)(c1cccs1)N1CCC(c2noc(-c3ccccc3)n2)CC1	-9	-3
Cc1c(C(=O)NCCN2CCOCC2)sc2nc(-c3ccccc3)cn12	-1	2
NS(=O)(=O)c1ccc(NC(=O)c2ccccc2Cl)cc1	-3	-12
C=CCCC1CN(Cc2ccc(OC)cc2)S(=O)(=O)c2c(Oc3ccc(C)cc3)cccc2O1 (stereo not drawn)	-9	0
Cc1ccc(C(=O)Nc2ccc3c(N4CCOCC4)ncnc3c2)cc1	6	-5
COc1ccccc1C(=O)Nc1cccn2nc(C(C)C)nc12	-8	-1
CSc1nc2n(n1)C(c1ccccc1Cl)C1=C(CC(C)(C)CC1=O)N2 (stereo not drawn)	2	-1
Cc1ccc(S(=O)(=O)CCC(=O)O)cc1	-6	-3
Cc1cccc(-n2cc(C3CCN(C(=O)C4CCCO4)CC3)cn2)c1 (stereo not drawn)	8	-6
N#Cc1nc(COc2ccc(Cl)cc2)oc1N1CCN(Cc2ccccc2)CC1	49	-4
CCOc1ccccc1C(=O)Nc1ccc(-n2nncc2C(C)(C)C)cc1	0	-6
COc1cc2c(cc1OC)C(C(=O)NCc1cccnc1)C1c3ccccc3CCN1C2=O (stereo not drawn)	-5	-4
O=c1/c(=C/c2ccccc2Br)sc2ncnn12	4	-5
c1cncc(CNC23CC4CC(CC(C4)C2)C3)c1	-2	2

Of the compounds above, five contain two or more sulfur atoms:
SMILES	mHTT-CaM PPI inh	Pf apPOL inh
COc1cn(CC(=O)Nc2cccc(Cl)c2)c(CSc2nnc(C)s2)cc1=O	2	-4
COc1cc2nc(NC(=O)c3cccs3)sc2cc1OC	-12	-5
Cc1ccsc1/C=C1\SC(=N)N(c2ccc3c(c2)OCO3)C1=O	9	3
Cc1ccc(S(=O)(=O)n2c(Sc3ccc([N+](=O)[O-])cc3[N+](=O)[O-])nc3cc(C)ccc32)cc1	/	1
O=S(=O)(c1cccs1)N1CCC(c2noc(-c3ccccc3)n2)CC1	-9	-3

Compounds as they come, and some 3.7% of all compounds hit somewhere here.
